# HSF1 inhib – HSF1 inhibition; NIH3T3-HGL HSE-luciferase, MG132-induced, luminescence 8 h; hits give low values; activity change, negative = inhibition, % at 7.5 µM (by protocol); 300,000 compounds, 0.77% hits;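 active means more than half of replicate wells show activity change below -50%, luminescence cut by over half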;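 further: luciferase reports HSF-1 transcriptional activity via heat shock element; 0% = median of DMSO wells and -100% = zero luminescence signal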
# GSK3B inh – human GSK3beta kinase inhibition | P49841 | GST-GSK3beta kinase, ADP-Glo luminescence, 60 min; hits give low values | activity score (negative = inhibition), % at 10 µM | 300,000 compounds, 0.038% hits | AID 2097;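 active means more than half of replicate wells score below -50%, meaning over 50% inhibition versus plate controls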;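 further: 0% = median DMSO wells and -100% = median GW8510 positive control wells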
# Target sequence (P49841 whole entry, looked up): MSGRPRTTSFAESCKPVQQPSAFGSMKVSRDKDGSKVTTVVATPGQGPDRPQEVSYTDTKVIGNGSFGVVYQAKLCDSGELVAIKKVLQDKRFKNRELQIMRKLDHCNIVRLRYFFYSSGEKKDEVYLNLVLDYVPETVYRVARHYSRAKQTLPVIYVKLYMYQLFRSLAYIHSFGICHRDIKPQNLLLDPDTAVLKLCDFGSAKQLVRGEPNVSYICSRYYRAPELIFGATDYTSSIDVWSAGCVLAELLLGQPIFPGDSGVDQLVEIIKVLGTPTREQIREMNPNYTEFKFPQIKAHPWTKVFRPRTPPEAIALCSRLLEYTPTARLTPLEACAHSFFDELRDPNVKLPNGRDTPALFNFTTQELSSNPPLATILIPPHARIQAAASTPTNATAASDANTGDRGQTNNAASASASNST
#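 test system = GST-tagged human GSK3beta kinase, cell-free | reagent = 25 µM ATP with peptide substrate | dosing = one dose of 10 µM per compound | schedule = 60 min reaction, RT | detection = luminescent ADP-Glo measurement of ADP formed | control set = DMSO neutral wells and GW8510 at 20 µM as positive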
# aSyn UTR inh – MLPCN primary screen, SNCA 5' untranslated region; inhibition, % (tested at 7.5 µM); alpha-synuclein 5'UTR reporter, inhibitor activity; 300,000 compounds, 0.82% hits; in the data active means inhibition above about 60%;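 further: H4 neuroglioblastoma cells stably carrying SNCA 5'UTR luciferase fusion; 0% = DMSO wells and 100% = positive control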
# KLF5 inh – inhibitors of KLF5 expression; 290,000 compounds, 0.23% hits; DLD-1 KLF5 promoter-luciferase reporter, luminescence; inhibition, % at 5 µM;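 active means inhibition above a per-plate limit of that plate's mean compound inhibition plus 3 SD, cut at about 60% in these data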;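 further: 0% = DMSO wells and 100% = LY294002 at 200 µM; higher means less KLF5 promoter-driven luciferase light; inactives centre near -14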
# IEC-6 cytotox – kills IEC-6 intestinal cells in KLF5 counter-screen. inhibition, % at 5 µM. 290,000 compounds, 0.78% hits. IEC-6 cytotoxicity, luminescence viability; in the data active means inhibition above about 22%;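 further: 0% = plate median of test compound wells and 100% = cytotoxic reference compound wells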
# GSK3A inh – inhibitors of human GSK-3 alpha kinase | P49840 | ADP-Glo luminescence, 60 min | inhibition, % at 10 µM | 320,000 compounds, 0.1% hits | AID 2650;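 in the data active means inhibition above about 50%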;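 further: GST-tagged GSK-3 alpha with peptide substrate and 25 µM ATP; 0% = DMSO neutral wells and 100% = GW8510 positive control wells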
# Target sequence (P49840 whole entry, looked up): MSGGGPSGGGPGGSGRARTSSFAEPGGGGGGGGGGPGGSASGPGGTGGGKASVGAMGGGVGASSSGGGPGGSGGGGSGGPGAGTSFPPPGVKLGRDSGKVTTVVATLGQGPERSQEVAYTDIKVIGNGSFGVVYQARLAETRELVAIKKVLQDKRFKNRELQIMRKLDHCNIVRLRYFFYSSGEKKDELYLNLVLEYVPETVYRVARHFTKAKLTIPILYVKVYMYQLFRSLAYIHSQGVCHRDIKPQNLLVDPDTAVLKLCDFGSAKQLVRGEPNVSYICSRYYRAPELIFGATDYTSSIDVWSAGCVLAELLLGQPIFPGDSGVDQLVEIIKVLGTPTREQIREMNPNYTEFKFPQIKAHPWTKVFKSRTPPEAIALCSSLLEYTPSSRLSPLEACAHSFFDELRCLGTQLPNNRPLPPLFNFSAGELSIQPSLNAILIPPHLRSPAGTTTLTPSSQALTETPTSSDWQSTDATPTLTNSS
# AI-2 QS modul – Vibrio harveyi AI-2 quorum sensing modulation; Vibrio harveyi JMH597 AI-2 luminescence/OD600 ratio, 9 h; hits give low values; strain lacks LuxN and CqsS sensors; 0 = neutral-control median; activity change, % at 7.5 µM; 300,000 compounds, 0.4% hits; AID 2094; in the data active means activity change below about -75%, passing the limit was not always enough;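 further: luminescence divided by OD600 gain over 9 h not by final OD600 alone; inactives centre near 13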
# HSF1 activator – increases HSF-1 driven luciferase reporter signal. NIH3T3-HGL HSF-1 luciferase reporter, MG132, 8 h; 100% = twice DMSO control signal. activation, % at 9 µM. 300,000 compounds, 1.7% hits;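 active means mean replicate activation of at least 50% with a set share of replicates each reaching 50%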;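 further: 0% = median of the neutral control wells and 100% = twice that signal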
# HSP90 refold inh – HSP90 refolding inhibition in rabbit reticulocyte lysate | luciferase refolding luminescence, 3 h | 290,000 compounds, 0.91% hits | AID 1789 | inhibition, % at 5.6 µM;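 active means inhibition above the screen-wide mean plus 3 SD, computed separately per campaign, cut at about 16% in these data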;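 further: 0% = DMSO wells and 100% = 60 µM geldanamycin wells; inhibitors lower the luminescence because luciferase stays unfolded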
# PolyA inhibitor – blocks polyadenylation in yeast reporter cells. S. cerevisiae SKY197-pL101 polyadenylation reporter, beta-gal luminescence; efflux-impaired pdr1/pdr3 knockout yeast; score 100 = 6 SD above DMSO. AID 1875. 300,000 compounds, 0.02% hits. calls only at 12 µM;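 active means lowest replicate activity score at least 50, where 100 means six control SD above control mean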;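 further: yeast exposed to compound for 9 h at 30 °C; higher score means more reporter readthrough which indicates perturbed polyadenylation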
# Numbers without * were called inactive; i = inactive; nt = no result given. Not all compounds are listed; the hit share may differ from the screen's.
SMILES,HSF1 inhib,GSK3B inh,aSyn UTR inh,KLF5 inh,IEC-6 cytotox,GSK3A inh,AI-2 QS modul,HSF1 activator,HSP90 refold inh,PolyA inhibitor
O=[N+]([O-])c1ccc(N2CCOCC2)nc1,1,3,7,0,4,-1,14,0,3,i
COc1ccccc1N=C(C)C1=C(O)CSC1=O,4,0,-32,-11,-3,-8,20,9,2,i
CCCOc1ccc(CC(=O)NCc2ccco2)cc1OC,-1,-3,8,-31,1,-2,17,0,6,i
Cc1ccc(C(=O)NCCCN2CCOCC2)cc1N1CCCC1=O,0,1,9,-22,6,-13,7,17,5,i
Cc1csc(CCc2nc(C)cs2)n1,1,0,7,-8,-3,-1,4,-4,-1,i
Cc1cc(Br)ccc1SCC(=O)Nc1cccnc1,1,1,-7,-18,1,1,29,-9,1,i
COc1cccc(C2NC(CCSC)(C(=O)O)C3C(=O)N(C(C)C)C(=O)C23)c1O (stereo unspecified),11,2,-8,-50,-4,2,21,8,0,i
CC(=O)c1ccc(NS(=O)(=O)c2cccc(C(=O)Nc3ccccc3C(=O)O)c2)cc1,-8,6,-13,-27,2,-2,18,-10,1,i
O=C(Nc1nc2ccc([N+](=O)[O-])cc2s1)c1c(F)cccc1F,-6,-4,-47,-14,-4,0,5,31,0,i
Cc1ccc(S(=O)(=O)NNC(=O)C2CCCCC2)cc1,1,3,8,-15,-2,-2,26,4,-4,i
COc1ccc(OCC(=O)NNC(=O)c2nn(C)c(=O)c3ccccc23)cc1,-2,0,19,-14,4,-1,17,-23,1,i
CCOc1cc(CNC(CC)CO)ccc1OCC(=O)Nc1cccc(C(F)(F)F)c1 (stereo unspecified),10,4,-17,-17,2,2,5,49,-2,i
Cc1ccccc1OCC(=O)NNC(=O)CN1C(=O)c2ccccc2C1=O,3,1,-2,-29,-9,-20,6,3,-3,i
COC(=O)c1c(N=CN(C)C)c(C#N)c2n1CCCC2,1,-2,15,-20,-4,-3,29,-7,-1,i
Fc1ccccc1N1CCN(CCCNc2ccc3nncn3n2)CC1,5,3,-16,-26,2,2,-10,34,-1,i
CSCCCc1cn([C@@H](CO)C(=O)NCCCCCCCCCCC(=O)N2CCNCC2)nn1,-8,1,-2,nt,nt,0,-1,-8,nt,i
Cc1cccc2sc(NC(=O)CN(C)S(=O)(=O)c3ccc(Br)s3)nc12,1,1,19,15,-1,0,12,21,4,i
O=C(CCl)N(c1ccc(Cl)cc1)c1c[nH]c2ccccc12,-93*,3,48,-9,4,0,23,-93,8,i
COc1ccc(-n2c(SC(CN3CCCCC3)CN3CCCC3=O)nc3ccccc3c2=O)cc1 (stereo unspecified),6,-1,-7,-4,-13,0,3,-1,-1,i
CCOC(=O)C1=C(c2ccccc2)ON(C)C1c1ccccc1 (stereo unspecified),-6,-2,2,2,-1,-2,4,7,-4,i
Cc1sc2ncn(CC(=O)NCCCC(=O)N(C)Cc3ccccc3)c(=O)c2c1C,4,3,1,-3,0,2,-14,2,3,i
CCC(C)COC(=O)C(C#N)c1nc2ccccc2nc1N1CCCCC1 (stereo unspecified),5,1,23,-25,3,-2,34,11,1,i
Nc1nc(SCc2ccc(F)cc2)ns1,5,-1,-28,-30,-5,0,-2,17,-2,i
COc1cccc(CNC(=O)c2nnn(-c3ccc(OC(F)(F)F)cc3)c2N)c1,-6,4,8,-39,2,-1,28,1,5,i
CC1CC(C)(C)NC(=S)N1CC(=O)NCc1ccc(Cl)cc1 (stereo unspecified),6,-1,21,-45,-2,-2,14,-2,3,i

# Continued, overlapping the part above by 2 compounds.
SMILES,HSF1 inhib,GSK3B inh,aSyn UTR inh,KLF5 inh,IEC-6 cytotox,GSK3A inh,AI-2 QS modul,HSF1 activator,HSP90 refold inh,PolyA inhibitor
COc1cccc(CNC(=O)c2nnn(-c3ccc(OC(F)(F)F)cc3)c2N)c1,-6,4,8,-39,2,-1,28,1,5,i
CC1CC(C)(C)NC(=S)N1CC(=O)NCc1ccc(Cl)cc1 (stereo unspecified),6,-1,21,-45,-2,-2,14,-2,3,i
CC(=O)c1cccc(NC(=O)CSC(=O)c2ccccc2)c1,2,0,-5,-21,-6,-3,-87*,2,-3,i
O=C(CCN1C(=O)/C(=C/c2cccc(Br)c2)SC1=S)Nc1cccnc1,-1,-1,-14,-10,-5,0,8,43,-3,i
COc1ccnc2c1c(=O)n(Cc1ccccc1Cl)c(=O)n2C,-2,-4,-1,-18,-4,0,24,-8,-3,i
Cc1cccc(-n2c(SCC(=O)Nc3ccc4c(c3)OCO4)nnc2-c2ccoc2C)c1,-6,2,6,2,-7,-1,10,-19,1,i
COc1cccc2c(=O)n(CC(=O)Nc3cccc(F)c3)ccc12,7,-9,-1,6,-5,-2,1,-1,-1,i
O=[N+]([O-])c1ccc(N2CCN(Cc3ccccc3)CC2)nc1,-18,-1,20,13,1,1,14,-32,2,i
O=C(NCc1cccnc1)c1cn(-c2ccccc2)nc1-c1cccs1,0,-2,-28,-4,5,-3,9,-7,3,i
Cc1ccc(OCCOCCn2ccnc2)c(Br)c1,4,1,-40,4,-2,-2,17,2,-1,i
COc1ccc(N2CC(C(=O)Nc3ccc(S(=O)(=O)Nc4nc(C)cc(C)n4)cc3)CC2=O)cc1 (stereo unspecified),nt,-2,9,-22,-3,0,22,nt,-2,i
O=C(NCc1ccccc1)C1=C[C@H](C2CCCCC2)C[C@H](OCCCCO)O1,2,0,-10,nt,nt,-3,19,-16,nt,i
Cc1ccsc1C(=O)N1CC(=O)Nc2ccccc21,1,-6,-3,3,6,2,9,2,2,i
CNC(=S)Nc1ccc(N2CCN(c3ccc(C(F)(F)F)cn3)CC2)nc1,4,5,-28,-30,0,-1,21,26,-2,i
O=C(NCCSC1CCCCC1)c1ccccc1,nt,1,-67,-65,-3,-4,3,nt,-1,i
COc1ccc(N(C(=O)CNC(=O)c2ccco2)C(C(=O)NC2CCCC2)c2ccc(C)o2)cc1 (stereo unspecified),0,1,0,7,8,-1,0,-9,4,i
O=C(NCCN1CCOCC1)c1cccn2c(=O)c3c4c(sc3nc12)CCCC4,-6,-1,-33,-7,4,0,8,-7,-1,i
C=CCSc1nnc(-c2sc(-c3ccccc3)nc2C)n1C,-1,3,-64,-68,0,1,6,25,-5,i
COc1ccc(NC(=O)c2ccc(Cl)nc2)cc1S(=O)(=O)N1CCCCC1,-7,3,-8,-22,-1,-1,17,2,-4,i
CC1CC(C)CN(S(=O)(=O)c2ccc3c(c2)C(C)(C)C(=O)N3C)C1 (stereo unspecified),-3,-1,6,-12,6,-2,13,-5,-1,i
O=C(CSc1nnc(CNc2ccc(F)cc2)n1Cc1ccccc1)NCc1ccco1,-6,0,2,4,0,-2,8,-24,3,i
Cc1cc(Cl)cc(C)c1OCCOCCNCc1ccccc1,-5,-2,24,-41,1,-1,3,3,-1,i
COc1ccc(CN2CCNC(=O)C2CC(=O)N(C)Cc2nccs2)c(OC)c1 (stereo unspecified),-1,4,2,-16,-3,1,4,3,-11,i
COc1ccc(/C=C/C(=O)Nc2cc(F)ccc2C)cc1S(=O)(=O)N1CCOCC1,16,-2,9,0,-3,-1,4,1,-2,i
CCOC(=O)c1c(C)[nH]c(O)c1C=Nc1ccc(C(F)(F)F)cc1,0,-1,0,14,5,3,-8,-12,-2,i
COc1ccccc1N1C(=NC(=O)CCC2CCCC2)SC2CS(=O)(=O)CC21 (stereo unspecified),-10,-2,4,-30,-4,-3,nt,-1,0,i
CCOC(=O)C1=C(COC(=O)c2ccc(OC)c(OC)c2OC)NC(=O)NC1C (stereo unspecified),-2,2,-56,nt,nt,-2,6,2,nt,i

# HSF1 inhib, entries above that show a hit
Molecule	HSF1 inhib	GSK3B inh	aSyn UTR inh	KLF5 inh	GSK3A inh	AI-2 QS modul	HSF1 activator	HSP90 refold inh	PolyA inhibitor
O=C(CCl)N(c1ccc(Cl)cc1)c1c[nH]c2ccccc12	-93*	3	48	-9	0	23	-93	8	i

# The list goes on.
SMILES,HSF1 inhib,GSK3B inh,aSyn UTR inh,KLF5 inh,IEC-6 cytotox,GSK3A inh,AI-2 QS modul,HSF1 activator,HSP90 refold inh,PolyA inhibitor
COc1ccc(Nc2c(-c3ccc(C)cc3)nc3cnccn23)cc1,8,1,8,-20,-4,-1,33,-12,-2,i
CCNC(=O)c1ccc(C2SCC(=O)N2Cc2ccco2)cc1 (stereo unspecified),1,-2,19,-7,5,-4,20,8,0,i
CSc1nnc(C(C)(C)C)c(=O)n1/N=C/c1ccccc1,-3,1,5,-11,-4,-8,-2,15,-5,i
COc1cc(/C=N/n2nnnc2N)ccc1OC(C)=O,-6,3,14,-6,3,-1,9,-8,-4,i
COc1ccc(/C=C2\C(=O)N(c3c(Cl)cc(Cl)cc3Cl)N=C2NC(=O)c2cccc([N+](=O)[O-])c2)cc1,nt,nt,nt,-21,-6,0,nt,nt,-4,nt
COc1ccc(-c2[nH]nc3c2C2(C(=O)N(CC(=O)O)c4ccccc42)C(C#N)=C(N)O3)cc1OC (stereo unspecified),-6,1,-2,-21,4,1,27,2,5,i
N#Cc1ccc(N2Cc3ccccc3C2=NC(=O)c2cccs2)cc1,17,-5,-41,-50,-5,-1,24,8,-2,i
CCc1cccc(NC(=O)C2CCCN2S(=O)(=O)c2ccc3c(c2)n(C)c(=O)c(=O)n3C)c1 (stereo unspecified),-1,-1,12,-9,-6,-2,18,-4,-4,i
Cc1cc(=O)oc2cc(NC(=O)c3cc4ccccc4o3)ccc12,15,2,-94,-73,11,-5,10,3,3,i
CC(C)CN=C(NS(=O)(=O)c1ccccc1)C(Cl)(Cl)Cl,-74*,-4,-20,-13,-3,-1,11,-77,-6,i
COc1ccc(-c2nc(-c3ccc(C(=O)O)cc3)no2)cc1,10,-5,-90,nt,nt,0,32,26,nt,i
CCCCc1n[nH]c(=S)n1Cc1ccccc1,-1,-1,9,-3,-6,-1,25,27,2,i
Cc1cccc(N2CC(C(=O)Nc3nnc(SCCN4CCOCC4)s3)CC2=O)c1 (stereo unspecified),-4,3,-10,-23,-7,-3,39,-3,11,i
COc1cc(/C=C2\SC(=S)N(CC(=O)NC3=NCCS3)C2=O)cc(OC)c1OC,3,0,24,-19,2,0,15,11,-4,i
O=C(NCCOc1ccc(Cl)cc1)C(=O)NCC1CCCO1 (stereo unspecified),-1,1,1,-17,1,0,13,-3,-1,i
Cc1ccc(C(=O)Nc2ccc(C(=O)N/N=C/c3cccnc3)cc2)cc1,-4,-1,9,-12,6,0,-2,27,4,i
CCn1c(=O)n(CC)c2cc(S(=O)(=O)N3CCc4ccccc43)ccc21,1,0,37,4,9,-2,31,16,2,i
Cc1nc2ccccc2n1CCOc1ccc([N+](=O)[O-])cc1,-8,-1,0,-83,-2,1,6,11,1,i
NCCCC[C@@H]1NC(=O)c2cc([N+](=O)[O-])cc(I)c2SC[C@@H](C(=O)NCC(N)=O)NC(=O)CNC1=O,-8,-1,13,-19,2,4,1,-16,3,i
CCn1nc(C)c(/C=N/NC(=O)Cn2nc(C)cc2C)c1C,1,-4,15,3,-4,-2,18,6,-2,i
Cc1ccc(C)c(-c2csc(-c3cccnc3)n2)c1,-3,0,-52,-51,0,-4,0,27,-3,i
CCOc1cc(/C=C/c2nc3ccccc3s2)ccc1OCC(=O)N1CCOCC1,6,-2,-35,-33,5,-2,6,-10,1,i

# Source: PubChem
